GRK2 aptamer HTS = inhibitors of human GRK2 displacing RNA aptamer; P25098; bead flow cytometry, FAM-aptamer displacement from GRK2; inhibition of aptamer binding, % at 10 µM; hit rate 0.59% among 330,000; AID 488847;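 active means inhibition of aptamer binding above 40%, roughly 3 SD of noise, on plates passing a quality check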;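 further: median bead fluorescence of bound FAM aptamer so fluorescent compounds give negative values; no value below 0 was filed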
AGP1 TOR yeast = yeast TOR pathway AGP1-GFP modulation. S. cerevisiae AGP1-GFP multiplex flow cytometry, 3 h; GFP as percent of DMSO wells. GFP response vs DMSO, % at 10 µM. hit rate 0.02% among 320,000;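 active means GFP response relative to DMSO above a set limit, near screen average plus 3 SD, cut at about 150% in these data; inconclusive means fewer than 70 cells counted for the yeast strain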;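 further: median GFP channel fluorescence of the gated AGP1 strain per well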
CR mimetic SO = caloric restriction mimetics inhibiting age-related superoxide in yeast. S. cerevisiae aged cells, superoxide DHE fluorescence; stronger effect = lower value. superoxide response (% of plate mean), % at 10 µM. hit rate 0.18% among 330,000. AID 2690;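 active means superoxide response under a set limit, about three screen SD below normal, cut at about 65% in these data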;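 further: yeast aged for seven days with compound at 30 °C before DHE staining; 100% = average MFI of all compound-treated wells on the plate with controls excluded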
MEX-5 binding = C. elegans MEX-5 TCR-2 RNA binding activity | MEX-5/FITC-TCR2 RNA binding, fluorescence polarization; stronger effect = lower value | activity score (negative = inhibition of binding), % at 10 µM | hit rate 0.38% among 300,000 | Q9XUB2 | AID 1832;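 active means inhibition past about -25% in most replicates, and total fluorescence under double the plate's negative control median, limit read from the data; inconclusive means replicates evenly split on the limit, or fluorescence at least double controls; inactive means too little inhibition in most replicates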;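 further: 0% = DMSO and -100% = 5 µM competing unlabeled TCR2 RNA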
Target sequence (Q9XUB2 whole entry, looked up): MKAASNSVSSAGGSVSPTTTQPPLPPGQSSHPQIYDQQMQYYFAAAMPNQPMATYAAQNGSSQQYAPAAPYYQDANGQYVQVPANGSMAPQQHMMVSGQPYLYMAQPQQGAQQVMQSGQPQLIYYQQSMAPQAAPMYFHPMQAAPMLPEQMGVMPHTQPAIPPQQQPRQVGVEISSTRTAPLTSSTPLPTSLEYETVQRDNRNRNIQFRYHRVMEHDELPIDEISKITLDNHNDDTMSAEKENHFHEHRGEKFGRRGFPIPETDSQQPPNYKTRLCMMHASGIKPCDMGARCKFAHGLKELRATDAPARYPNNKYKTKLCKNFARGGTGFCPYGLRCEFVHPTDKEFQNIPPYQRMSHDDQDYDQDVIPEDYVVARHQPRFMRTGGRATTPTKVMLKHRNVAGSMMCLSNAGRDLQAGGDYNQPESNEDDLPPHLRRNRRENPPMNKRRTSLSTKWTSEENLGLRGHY
MCL1-BIM inh = disrupts human MCL1 binding to BIM-BH3 peptide; GST-MCL1 / FITC-Bim-BH3 fluorescence polarization; hit rate 0.68% among 320,000; inhibition, % at 10.9 µM; AID 2057; Q07820;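 active means inhibition above the mean inhibition of all tested compounds plus 3 SD, set per campaign, cut at about 40% in these data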;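 further: 0% = DMSO wells and 100% = unlabeled Bim-BH3 peptide control; higher means more loss of mP so more displacement of Bim peptide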
GLD-1 TGE inh = GLD-1-TGE RNA interaction inhibition (C. elegans) | Q17339 | hit rate 0.44% among 320,000 | inhibition, % at 5.96 µM | purified GLD-1 + fluorescein TGE RNA, fluorescence polarization;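 active means percent inhibition above a per-plate cutoff, the plate mean of test compounds plus 3 SD, cut at about 30% in these data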;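 further: 0% = DMSO wells with GLD-1 and probe and 100% = wells lacking GLD-1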
Bcl-xL primary = Bcl-xL (human) inhibition | inhibition, % at 10.9 µM | hit rate 0.7% among 320,000 | GST-Bcl-xL / FITC-Bim BH3 peptide fluorescence polarization;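 active means inhibition above the mean of all tested compounds plus 3 SD, cutoff set per campaign, cut at about 30% in these data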;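 further: 0% = DMSO wells and 100% = unlabeled Bim-BH3 peptide competitor; inhibitors lower millipolarization by displacing the labeled peptide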
Target sequence (Q07817 whole entry, looked up): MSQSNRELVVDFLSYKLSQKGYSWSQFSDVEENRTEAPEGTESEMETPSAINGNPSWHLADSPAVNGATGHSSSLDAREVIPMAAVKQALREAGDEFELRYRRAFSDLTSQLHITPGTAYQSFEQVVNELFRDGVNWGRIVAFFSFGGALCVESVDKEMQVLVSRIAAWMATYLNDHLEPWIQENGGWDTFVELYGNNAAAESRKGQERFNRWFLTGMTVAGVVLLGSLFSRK
VLA-4 inh = inhibition in a human VLA-4 binding assay. P13612. VLA-4 expressing cells, ligand binding flow cytometry. inhibition, % (about 7 µM as worked out from the volumes in the protocol). hit rate 0.2% among 330,000. AID 2557; in the data active means inhibition above about 50%
CIT2-GFP yeast = yeast TOR pathway CIT2-GFP modulation | GFP response vs DMSO, % at 10 µM | hit rate 0.065% among 320,000 | S. cerevisiae CIT2-GFP strain, flow cytometry, 3 h; 100 means same as DMSO wells;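 active means GFP response relative to DMSO above a set limit, near the screen mean plus 3 SD, cut at about 150% in these data; inconclusive means Fewer than 70 cells measured for a yeast strain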;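 further: ratio of well median GFP fluorescence to mean of DMSO wells on the plate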
Starred values were filed as active, the others as inactive; ? = inconclusive; / = not tested or not shown. Compounds as they come. About 2.1% of those tested had a hit in this group.

SMILES	GRK2 aptamer HTS	AGP1 TOR yeast	CR mimetic SO	MEX-5 binding	MCL1-BIM inh	GLD-1 TGE inh	Bcl-xL primary	VLA-4 inh	CIT2-GFP yeast
COc1ccc(CN(C)C(=S)Nc2ccc(OC(F)F)cc2)cc1	1	94	98	0.9	4	9	5	5	97
O=[N+]([O-])/C(C(=C(Cl)Cl)N1CCN(Cc2ccccc2)CC1)=C1\NCCN1Cc1ccc(Cl)nc1	0	100	100	2.9	-3	6	5	-4	100
O=C(N/N=C/C(Cl)=C/c1ccc([N+](=O)[O-])cc1)C(=O)Nc1ccc(C(=O)O)cc1	0	100	97	0.7	-1	4	2	6	108
Cc1ccc(Cl)cc1NC(=O)CCn1cccc1	0	83	106	-1.8	-1	-2	1	18	95
C/C(=N\NC(=O)c1nnn(-c2nonc2N)c1-c1cccs1)c1cccc(O)c1	2	106	112	-63*	3	3	1	2	107
O=C(COC(=O)c1cc(S(=O)(=O)N2CCOCC2)c(Cl)cc1Cl)NC1CC1	1	108	94	/	-3	-7	-2	10	109
CC(NC(=O)/C(C#N)=C/c1cccs1)c1ccccc1 (centres undefined)	5	104	98	-1.3	-8	5	1	11	94
COc1cc(C(=O)OCCCc2cc3ccccc3c(=O)o2)cc(OC)c1OC	0	96	100	/	9	-6	6	5	91
O=C(Nc1ccc(N2CCOCC2)cc1)c1cc2c(s1)CCCCC2	0	92	90	-1.8	-10	5	-14	17	92
CCOC(=O)c1c(C)oc2ccc(OCC(=O)N(CC)CC)cc12	0	100	92	0.4	1	-1	-11	-19	110
CN(Cc1c(C(=O)N/N=C/c2cccc(O)c2)nnn1-c1nonc1N)C1CCCCC1	0	102	99	-1.7	1	7	0	5	101
Oc1ccc(/C=N/N=C/c2ccc(O)c(O)c2)cc1O	2	102	100	-1.1	40	5	6	2	103
Cc1ccc(NC(=O)c2cc(NC(=O)c3ccco3)ccc2N2CCCCC2)cc1	3	?	103	-1.9	9	1	9	-5	?
O=C(Cn1cccc1C(=O)c1ccccc1)NCCCc1ccccc1	2	93	98	-2.6	3	8	2	-4	91
c1ccc(-c2nc(NCCCn3ccnc3)c3oc4ccccc4c3n2)cc1	1	95	89	/	3	2	7	14	93
NC(=O)c1ccc(NC(=O)CCNC(=O)c2ccco2)cc1	3	94	90	-2.3	-7	3	-2	11	98
COc1ccccc1NC(=O)C12CCC(C)(C(=O)C1)C2(C)C (centres undefined)	/	99	90	-1.7	12	-1	8	-2	103
CCCCc1nc(NCCNC(=O)c2ccco2)c(C#N)c2c1CSC(C)(C)C2	0	111	85	/	25	8	19	-6	101
CC/C(=C/c1sc2ccc(C)cc2[n+]1CCO)SC	6	96	90	4.2	10	-3	6	-29	83
CCOC(=O)CN1CC23C=CC(O2)C(C(=O)Nc2ccc(F)c(C)c2)C3C1=O (centres undefined)	0	93	105	0.8	0	6	3	-1	81
Clc1cc(Cl)cc(CSc2nnc(-c3sccc3-n3cccc3)o2)c1	0	101	92	0.9	-2	3	1	25	95
Brc1ccc(OCCCCN2CCCCC2)cc1	2	94	95	0.4	-1	1	-2	-5	95
N#Cc1ccccc1COC(=O)c1ccc(Br)o1	0	97	97	0.0	-6	-3	-1	10	100
COCCCNC(=O)C1CCN(c2ccc(N3CCOCC3)nn2)CC1	13	97	101	0.7	1	2	4	2	89
Cc1nc2c(c(=O)c3ccccc3n2C)c(=O)n1-c1ccccc1	2	105	94	/	8	-4	11	-11	95
CCCCC1(C)OC(=O)C(=Cc2ccc(-c3ccc(Cl)c(C(=O)O)c3)o2)C(=O)O1 (centres undefined)	55*	88	63*	5.1	1	-6	5	-3	90
CC1(C)CC(=O)C(C(=O)C2CCN(S(=O)(=O)c3ccccc3)CC2)C(=O)C1	1	99	110	2.4	0	-3	0	4	94
Cc1cccc(NC(=O)CSc2nnc(-c3ccccc3Br)o2)c1C	4	102	99	-0.7	8	0	3	9	107
c1ccc(N/N=C2\CCCc3ccccc32)nc1	3	92	88	1.7	8	10	4	13	91
CC(CNC(=O)CN1C(=O)c2cccnc2Oc2ccc(Cl)cc21)c1ccccc1 (centres undefined)	5	99	94	2.6	1	3	4	28	93
COc1ccc(NC(=O)COc2ccc(Br)cc2)c(OC)c1	0	105	107	-3.3	14	2	4	3	111
CCOc1ccc(Nc2ccnc3cc(Cl)ccc23)cc1	0	101	100	-2.2	2	-1	1	-1	107
Cn1ncc2c(Nc3ccc(Br)cc3)nc(Nc3ccc(Br)cc3)nc21	0	87	102	-2.5	8	9	7	5	82
CCOc1ccc(OCC)c(S(=O)(=O)NCCCN2CCOCC2)c1	2	110	104	-2.1	5	3	1	1	112
COc1ccc(C(=O)Nn2c(SCC(=O)NCc3ccccc3)nc3ccccc3c2=O)cc1	0	105	112	4.0	5	7	2	3	102
O=C(Nc1ccc(Cl)cc1)Nc1ccc(-c2cnco2)cc1	0	98	100	1.3	13	2	5	3	101
CCN(CC)CCNC(=O)c1cc2c(=O)n(C)c3ccccc3c2s1	0	102	92	-0.8	4	-7	-1	4	99
COc1ccsc1C(=O)N1CCN(Cc2ccc3c(c2)OCO3)CC1	3	106	90	0.3	4	-2	3	-20	109
CCOc1ncccc1C(=O)NNC(=O)c1cccc(S(=O)(=O)Nc2ccccc2OC)c1	1	108	83	0.6	-1	4	10	8	104
Cc1cc2c(ncn2Cc2ccccc2)c(NS(C)(=O)=O)c1C	1	98	109	1.1	9	2	9	-1	93
S=C(NCc1ccccc1)Nc1ccncc1	4	94	88	1.5	12	0	3	-8	97
CCOCCCNC(=O)c1cc(Sc2ccc(C)cc2)nc2ccccc12	0	99	95	-0.4	8	3	7	7	99
CCCc1ccc(OCC(O)CN2CCN(C(=O)OCC)CC2)cc1 (centres undefined)	0	93	112	2.3	1	0	4	4	100
CC(=O)N/C(=C\c1ccc(F)cc1)C(=O)OC(C)C	2	98	90	-2.9	1	-1	5	-15	103
O=C(/C=C1\NC2(CCCC2)Cc2ccccc21)C(=O)N/N=C/c1ccccc1O	2	80	121	-1.8	4	1	-2	-9	94
Cc1ccc(S(=O)(=O)N(CC2CO2)c2cccc([N+](=O)[O-])c2)cc1 (centres undefined)	0	99	101	2.0	8	0	2	4	109
O=C1NCC(=O)N2C(c3ccccc3)c3[nH]c4ccccc4c3C[C@@H]12 (some centres undefined)	5	100	113	-2.4	4	1	2	3	98
COc1ccc(C/C(C)=N/NC(=S)Nc2ccc(C)c(C)c2)cc1	0	93	83	0.1	11	-5	6	9	96

Grouped by structure: the compounds so far containing a cyano group.
SMILES	GRK2 aptamer HTS	AGP1 TOR yeast	CR mimetic SO	MEX-5 binding	MCL1-BIM inh	GLD-1 TGE inh	Bcl-xL primary	VLA-4 inh	CIT2-GFP yeast
CC(NC(=O)/C(C#N)=C/c1cccs1)c1ccccc1 (centres undefined)	5	104	98	-1.3	-8	5	1	11	94
CCCCc1nc(NCCNC(=O)c2ccco2)c(C#N)c2c1CSC(C)(C)C2	0	111	85	/	25	8	19	-6	101
N#Cc1ccccc1COC(=O)c1ccc(Br)o1	0	97	97	0.0	-6	-3	-1	10	100

(listing goes on)
SMILES	GRK2 aptamer HTS	AGP1 TOR yeast	CR mimetic SO	MEX-5 binding	MCL1-BIM inh	GLD-1 TGE inh	Bcl-xL primary	VLA-4 inh	CIT2-GFP yeast
CSc1ccc(CCNC(=O)CSc2ccsc2[N+](=O)[O-])cc1	0	/	90	-4.2	23	4	10	-7	104
CC(C)C(=O)Nc1cc(-c2nc3ncccc3o2)ccc1Cl	1	92	150	1.1	0	1	1	8	102
CCOC(=O)CN1N=C(/C=C/c2ccc(C(C)C)cc2)CCC1=O	0	105	89	-1.4	3	-3	2	11	98
Fc1ccc(COc2cccc(-c3n[nH]c(=S)o3)c2)cc1	0	89	110	-0.4	-18	-2	-24	0	85
Cc1cnc(SCc2cnc(C)nc2N)nc1	0	104	99	0.5	7	4	6	18	109
CCN(Cc1ccncc1)Cc1nc(CC2CC2)no1	21	111	103	0.4	7	7	15	20	97
O=C(Nc1ccc(S(=O)(=O)N2CCCC2)cc1)c1cncc(Br)c1	0	100	105	/	1	2	7	21	98
Cc1ccc(Cn2c(CCNc3nc(-c4ccc(C)cc4)cs3)nc3cc(C(=O)NCCCO)ccc32)cc1	4	98	94	0.6	0	-3	-5	-10	98
CC(=O)c1ccc(NC(=O)Nc2ccncc2)cc1	0	108	97	3.5	2	3	4	5	109
O=C(NN1C(=O)C2C3C=CC(C4CC34)C2C1=O)c1ccc(Br)cc1 (centres undefined)	2	102	93	1.1	5	4	6	2	98
COc1ccc(CN(C)C(=O)c2ccncc2)c(OC)c1	3	98	105	0.3	4	-1	3	8	105
CCOC(=O)c1cccc(NC(=O)C(NS(=O)(=O)c2ccc3c(c2)CCN3C(C)=O)C(C)C)c1 (centres undefined)	1	105	79	/	-3	-2	10	-5	105
CC(C)c1ccc(NC(=S)Nc2ccc3cn[nH]c3c2)cc1	3	94	111	1.3	9	2	7	-4	99
CC(=O)OC1CCC2(C)C(COc3ccc4ccc(=O)oc4c3)C(C)(O)CCC2C1(C)C (centres undefined)	0	/	104	0.6	5	-2	1	6	?
COc1ccc(NC(=O)C2CCN(S(=O)(=O)c3ccccc3)CC2)cc1	1	108	98	2.0	4	-6	0	-7	128
N#C/C(=C(/O)COc1ccccc1)c1nnc2n1CCCCC2	0	96	98	0.4	0	3	4	0	96

2 of the compounds above, comma-delimited:
SMILES,GRK2 aptamer HTS,AGP1 TOR yeast,CR mimetic SO,MEX-5 binding,MCL1-BIM inh,GLD-1 TGE inh,Bcl-xL primary,VLA-4 inh,CIT2-GFP yeast
CCOC(=O)c1c(C)oc2ccc(OCC(=O)N(CC)CC)cc12,0,100,92,0.4,1,-1,-11,-19,110
CN(Cc1c(C(=O)N/N=C/c2cccc(O)c2)nnn1-c1nonc1N)C1CCCCC1,0,102,99,-1.7,1,7,0,5,101

One compound at a time, from the list above. Values in the order: GRK2 aptamer HTS	AGP1 TOR yeast	CR mimetic SO	MEX-5 binding	MCL1-BIM inh	GLD-1 TGE inh	Bcl-xL primary	VLA-4 inh	CIT2-GFP yeast
Results for CC(C)c1ccc(NC(=S)Nc2ccc3cn[nH]c3c2)cc1 = 3	94	111	1.3	9	2	7	-4	99
Results for N#C/C(=C(/O)COc1ccccc1)c1nnc2n1CCCCC2 = 0	96	98	0.4	0	3	4	0	96

Screening results (PubChem)
